HCMV antiviral: blocks human cytomegalovirus replication; hit rate 4.5% among 410,000; activity change, negative = inhibition, % at 57.5 µM; HFF cells, HCMV-luciferase reporter, 72 h; stronger effect = lower value; in the data active = activity change below about -60%; inconclusive = no clear call, values can overlap the other calls; inactive = above about -39%
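Screen run at 2 compound doses on HFFs infected with reporter HCMV, MOI 1 PFU/cell. Luciferase activity from cell lysates at 72 h post infection gave inhibition relative to buffer-only and Salinomycin wells.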
AMA1 RON2 block: disrupts binding of P. falciparum AMA1 to RON2 | hit rate 0.2% among 360,000 | AlphaScreen AMA1-biotinylated RON2 peptide binding | AID 720542 | Potency, µM (series often up to 58.2 µM), without a hit: at the highest dose activity change, negative = inhibition, usual class: inhibitors; active = well fitted inhibition curve with a large enough effect; inconclusive = small, poorly fitted or top-dose-only effect; inactive = no such curve, though single readings can be large or run the other way;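 note: potency is the fitted concentration of half-maximal effect; 0% = vehicle wells and -100% = peptide control; nearly all actives have a fitted effect of over 45% in size; some results filed as inactive show a strong effect at the top dose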
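AMA1 (3D7) with his tag at 25 nM final met compounds first, then biotinylated RON2 peptide at 25 nM; detection used donor plus acceptor beads, 10 µg/mL apiece, read by AlphaScreen after 30 min at room temperature.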
The depositor's hits bear a star; ? = inconclusive; [ ] = another dose, or the depositor's remark. Unless noted, % is set by controls: 0 for no effect and ±100 for the full control effect. This is a subset, so the mix of outcomes need not match the whole.

Sample of the layout (6 entries):
SMILES	HCMV antiviral	AMA1 RON2 block
CCCCNC(=O)C1C(c2ccc(OC)cc2)=Nc2ccccc2N1C(=O)c1ccncc1 (stereo unspecified)	-35	0%
O=S1(=O)CC(N2CCCC2)CN1CCc1ccccc1 (stereo unspecified)	4	16%
CC1(C(=O)NS(=O)(=O)c2ccc(Cl)s2)CCN1C(=O)Cc1ccccc1Cl (stereo unspecified)	-18	1%
Cc1ccc(S(=O)(=O)N2C[C@@H](C)[C@]3(C2)[C@H](O)[C@H](OC(=O)Nc2cccs2)C[C@H]2C(=O)N(c4ccccc4)C(=O)[C@H]23)cc1	-104*	-14%
COc1ccccc1Cc1c(-c2ccc(C)cc2)nc2ccc(Cl)cn12	73	0%
CCn1nc(C(=O)Nc2ccc3c(c2)OCCO3)c2ccccc2c1=O	32	-14%

Results (from the top)
SMILES	HCMV antiviral	AMA1 RON2 block
CCCCNC(=O)C1C(c2ccc(OC)cc2)=Nc2ccccc2N1C(=O)c1ccncc1 (stereo unspecified)	-35	0%
O=S1(=O)CC(N2CCCC2)CN1CCc1ccccc1 (stereo unspecified)	4	16%
CC1(C(=O)NS(=O)(=O)c2ccc(Cl)s2)CCN1C(=O)Cc1ccccc1Cl (stereo unspecified)	-18	1%
Cc1ccc(S(=O)(=O)N2C[C@@H](C)[C@]3(C2)[C@H](O)[C@H](OC(=O)Nc2cccs2)C[C@H]2C(=O)N(c4ccccc4)C(=O)[C@H]23)cc1	-104*	-14%
COc1ccccc1Cc1c(-c2ccc(C)cc2)nc2ccc(Cl)cn12	73	0%
CCn1nc(C(=O)Nc2ccc3c(c2)OCCO3)c2ccccc2c1=O	32	-14%
CC1(C(=O)Nc2cccc(C#N)c2)CCN1C(=O)C1(c2ccccc2)CC1 (stereo unspecified)	-6	-9%
COC(=O)C1=CN(c2c(C)cc(C)cc2C)C(N)=C(C#N)C1c1cccc(F)c1 (stereo unspecified)	-19	-2%
Cc1ccc(C(=O)OCC(=O)Nc2ccc(C)c(S(=O)(=O)N3CCCCC3)c2)o1	12	-7%
COc1ccc(NC(=O)c2ccc3c(c2)CCN3S(C)(=O)=O)cc1	-10	22%
CCOC(=O)N1CCN(C(c2ccnc3ccccc23)c2nnnn2-c2ccc3c(c2)OCCO3)CC1 (stereo unspecified)	-15	0%
COc1ccc(C2CCc3cc4c(cc3C2=NOC(C)=O)OCO4)cc1OC (stereo unspecified)	?	-5%
COc1ccccc1CNc1nc(NCC2CC2)nc2ccsc12	-70*	-26%
CCOC(=O)C1=NN2C(O)C3(C)CC(C(=O)OCC)=NN3C(O)C2(C)C1 (stereo unspecified)	16	9%
CCCNC(=O)N[C@H]1C=C[C@H](CC(=O)NC2CCCCC2)O[C@@H]1CO	2	12%
CCN(CC1CCCO1)C(=O)CCc1nnc(CCc2ccccc2)o1 (stereo unspecified)	59	-7%
Cc1cccc(C)c1NC(=O)c1ccc(-c2cc(F)ccc2F)o1	-26	-9%
N#Cc1ccc2sn(-c3ccccc3)c(=O)c2c1	31	0%
CC(=O)N1CCC(C(=O)Nc2cc(S(=O)(=O)N3CCCCC3)ccc2C)CC1	-2	18%
CC(=O)Nc1ccc(-c2ccnc3c2CC(C)(C(=O)Nc2cccc(C(F)(F)F)c2)O3)cc1 (stereo unspecified)	?	-6%
CC(=O)Nc1ccc(/C=N/NC(=O)CC2CCCCC2)cc1	8	0%
CCOc1ccc(CCNC(=O)COC(=O)c2ccc(C)c(S(=O)(=O)N3CCOCC3)c2)cc1OCC	-15	0%
Cc1cccc(C)c1-n1nnnc1C1(C)CCC(=O)N1CCCn1ccnc1 (stereo unspecified)	-13	-9%
O=C(OCCO)c1c(-c2ccccc2)oc2c1C(OCCO)CCC2 (stereo unspecified)	-4	7%
COc1ccc(NC(=O)COC(=O)Cc2cccs2)cc1Cl	54	-1%
COc1ccc(S(=O)(=O)N2CCCCC2c2cc(C(=O)NCc3ccc(F)cc3)no2)cc1 (stereo unspecified)	-15	2%
COCCN1C[C@@H](CO)O[C@@H](n2cnc3c(NCCO)ncnc32)C1	-14	63%[activator]
Cc1ccc(Cc2c(-c3ccc(Cl)cc3)nc3ccc(Cl)cn23)cc1	0	-8%
CC(C)(C)Cc1c(-c2ccc(Cl)cc2)nc2ccc(Br)cn12	-16	9%
CSc1ncccc1C(=O)OCC(=O)N(C)Cc1ccc(C)cc1	-1	11%
CN1CCN(c2ccc(CNC(=O)C3Cc4c(-c5ccccc5)ccnc4O3)cc2)CC1 (stereo unspecified)	-22	-8%
CC(=O)Nc1cc(-c2cccc(C(=O)N(C)C)c2)cn2c(-c3ccc(F)c(Cl)c3)cnc12	-8	20%
COc1ccc(OC)c2c1CCC1(C2)NC(=O)NC1=O (stereo unspecified)	-11	0%
CCN(CC)C(=O)C1=C(C)N(Cc2ccc(C(C)(C)C)cc2)C(=O)C(CC(=O)NC(c2ccccc2)c2ccccc2)C1 (stereo unspecified)	-18	-13%
Cc1cn([C@H]2C[C@H](O)[C@@H](/C=C/C(=O)NCCCc3ccccc3)O2)c(=O)[nH]c1=O	13	16%
CCOC(=O)[C@]12CCC=C1N(Cc1ccccc1)C(=O)[C@H](CC(=O)NCc1ccccc1)C2	9	-8%
Nc1ccc(N2N=C(N3CCCC3)CC2=O)cc1	-18	2%
COc1cccc(C(=O)NNS(=O)(=O)c2ccccc2)c1	24	0%
CNc1cncc(-c2ccc(CN3CCOCC3)cc2)n1	-13	1%
CC(=O)NCCNc1nc2cc(-c3cnn(CCC(C)C)c3)sc2c(=O)n1C	?	-1%
CCOC(=O)[C@]12CCCC=C1N(Cc1ccc3c(c1)OCO3)C(=O)[C@H](CC(=O)NCc1ccc(OC)c(OC)c1)C2	9	-7%
CCc1nc2ccc(C(=O)NCCNC(C)=O)cn2c1N(CC)Cc1cccc(Br)c1	-7	-15%
COc1cc(C(O)c2nc(-c3cccc4cccnc34)cs2)ccc1F (stereo unspecified)	58	20%
CC(C)c1ccc(NC(=O)Nc2nnc([C@H]3C[C@H](O)[C@@H](CO)O3)s2)cc1	7	1%
Cc1cccc(CN2CCN(C3CN(C4CCCC4)S(=O)(=O)C3)CC2)c1 (stereo unspecified)	-16	11%
CCCCCCCCN1C(=O)[C@H](CC(=O)N2CCN(C(=O)C3CC3)CC2)C[C@@]2(C(=O)OC)CCCCC=C12	11	-3%
Cc1cc(C)nc(NS(=O)(=O)c2ccc(NS(=O)(=O)c3ccc(F)c(F)c3)cc2)n1	10	-4%
COc1ccc(-c2cnc3c(NC=O)cc(-c4cccc(NS(C)(=O)=O)c4)cn23)cc1OC	125	84%[activator]
CCC(C(=O)Nc1c(C)cccc1C)n1c(-c2cnc(C)cn2)nc2ccccc21 (stereo unspecified)	14	89%[activator]
COc1ccc(NC(=O)Cn2c([N+](=O)[O-])cnc2C)c(OC)c1	?	3%
Cc1cccc(NC(=O)c2cccc(S(=O)(=O)N(C)C3CCCCC3)c2)n1	-21	130%[activator]
FC(F)(F)c1ccccc1Cc1c(-c2cccc(Br)c2)nc2ccc(Cl)cn12	-27	-4%
CN(C)c1nn2c(-c3ccccc3)nnc2o1	30	7%
COc1ccc(C(C(=O)NCc2ccccc2)n2c(-c3ccncc3)nc3ccccc32)cc1 (stereo unspecified)	9	-4%
Nc1ncnc2c1ncn2[C@@H]1O[C@H](C(=O)N2CCSC2)[C@@H](O)[C@H]1O	2	8%
CC(C)C[C@H]1CN(CCCC[C@H]2CNC(=O)C(=O)N2Cc2ccccc2)C(=O)C(=O)N1Cc1ccccc1	-2	-18%
CC1=C(C(=O)N(C(C)C)C(C)C)CC(CC(=O)NC2CCCC2)C(=O)N1CCCN1CCCC1=O (stereo unspecified)	-15	7%
CC(=O)NNc1nc(-c2ccccc2)c2cc(Cl)ccc2n1	7	149%[activator]
N#Cc1ccccc1COC(=O)c1cc(S(=O)(=O)N2CCOCC2)ccc1F	-16	3%
COc1ccc(-c2nc(S(=O)(=O)c3ccccc3)c(N3CCN(C)CC3)o2)cc1	13	-4%
Next part:
SMILES	HCMV antiviral	AMA1 RON2 block
CCOc1ccc(Cl)cc1-c1cc(C(=O)NCCc2ccncc2)[nH]n1	6	-2%
Cc1cccc(C)c1-n1nnnc1C(c1ccnc2ccccc12)N1CCC2(CC1)C(=O)NCN2c1ccccc1 (stereo unspecified)	-26	-9%
CC(C)(C)NC(=O)C(c1ccc(-c2ccccc2)cc1)n1c(=O)c(-c2ccco2)nc2ccccc21 (stereo unspecified)	-18	-3%
C#CCNC(=O)C[C@@H]1C[C@@]2(C(=O)OCC)CCCC=C2N(CCCCCCCC)C1=O	-17	-13%
COc1ccc(CN2CCN(C(=O)c3ccccc3C(=O)c3ccccc3)CC2)cc1F	-21	-3%
CC1=C(C(=O)N(C)C)CC(CC(=O)NCc2cccc3ccccc23)C(=O)N1CCCN1CCCC1=O (stereo unspecified)	21	7%
Cc1cn([C@H]2C[C@H](O)[C@@H](CNCc3ccc4ncccc4c3)O2)c(=O)[nH]c1=O	27	6%
O=C(OCc1ccccc1)N1CCCCC1c1c(Cl)cccc1Br (stereo unspecified)	-16	22%
O=C1NC[C@H](c2ccccc2)N(CCCCC2CCCCC2)C1=O	-4	6%
COCCNC(=O)C1(C)CCN(C(=O)c2oc3ccccc3c2C)C1 (stereo unspecified)	4	6%
CC(C)CC1C(=O)N(Cc2cn(CCC3OCCCO3)nn2)CCS(=O)(=O)N1Cc1ccc(-c2ccccc2)cc1 (stereo unspecified)	3	9%
CCOC(=O)[C@]12CCC=C1N(Cc1ccco1)C(=O)[C@H](CC(=O)NCc1cccs1)C2	-1	-6%
Cc1ccc(S(=O)(=O)Nc2ccc3c(c2)C(=O)N([C@H](C)CO)C[C@H](C)[C@H](CN(C)C(=O)Nc2cccc4ccccc24)OCCCC[C@@H](C)O3)cc1	-15	12%
CNC[C@@H]1Oc2cc(Br)ccc2S(=O)(=O)N([C@@H](C)CO)C[C@@H]1C	8	-3%
CC(C)Nc1nc(Nc2ccc(F)cc2)c2sccc2n1	-19	15%

Part of the list above, in CSV form.
Compound,HCMV antiviral,AMA1 RON2 block
CC(C)CC1C(=O)N(Cc2cn(CCC3OCCCO3)nn2)CCS(=O)(=O)N1Cc1ccc(-c2ccccc2)cc1 (stereo unspecified),3,9%
CC(C)(C)NC(=O)C(c1ccc(-c2ccccc2)cc1)n1c(=O)c(-c2ccco2)nc2ccccc21 (stereo unspecified),-18,-3%
CC1=C(C(=O)N(C)C)CC(CC(=O)NCc2cccc3ccccc23)C(=O)N1CCCN1CCCC1=O (stereo unspecified),21,7%

Next part:
SMILES	HCMV antiviral	AMA1 RON2 block
CN(Cc1ccccc1)C(=O)c1csc([C@@H]2C[C@H](O)[C@@H](CO)O2)n1	-5	15%
COc1ccc(CC(=O)Nc2ccc(S(=O)(=O)Nc3cc(C)nc(C)n3)cc2)cc1OC	24	-4%
CCC(=O)N1CCC(C)(C(=O)Nc2nccc3ccccc23)C1 (stereo unspecified)	61	0%
CC(=O)Oc1cc2c(cc1OC(C)=O)C(=O)CCCC2	-15	77%[activator]
CO[C@H]1CN(C)C(=O)c2ccc(NC(=O)C3CCC3)cc2OC[C@H](C)N(CC2CCCCC2)C[C@@H]1C	18	-7%
CC(=O)Nc1ccc(-c2noc(-c3csc([C@@H]4C[C@H](O)[C@@H](CO)O4)n3)n2)cc1	3	-12%
CNc1nc(NCCOc2ccccc2Cl)c2sccc2n1	-8	-5%
CC(C)(C(=O)c1ccccc1)/[N+]([O-])=C/c1ccc(Br)cc1	32	0%
O=C(NCc1ccccc1)C1C(c2ccc3c(c2)OCO3)=Nc2ccccc2N1C(=O)c1ccco1 (stereo unspecified)	-62*	0%
CC1(Oc2ccc(F)cc2)CCN(Cc2ccccc2OC(F)F)C1 (stereo unspecified)	56	-17%
CNc1cnc(-c2ccc(F)c(F)c2F)cn1	46	0%
CCCCNC(=O)C[C@@H]1C[C@@]2(C(=O)OC)CC(C)(C)CC=C2N(Cc2ccc3c(c2)OCO3)C1=O	20	-4%
COc1ccc(C(=O)N2CCOC2CNC(=O)C(=O)NCc2ccc(C)cc2)cc1 (stereo unspecified)	-9	9%
CN1OC[C@@H]2CN(C(=S)Nc3ccc(C#N)cc3)[C@H](c3ccc(N4CCCCC4)cc3)C[C@@H]21	2	-15%
CC1(C(=O)NS(=O)(=O)c2ccc(Cl)cc2)CCN1C(=O)Cc1cccs1 (stereo unspecified)	-35	-1%
C[C@@H]1CN([C@@H](C)CO)C(=O)CCCn2nncc2CO[C@@H]1CN(C)S(=O)(=O)c1ccc(-c2ccccc2)cc1	-15	-3%
CCCCCC(=O)N1C[C@@H](n2cc(COC(=O)c3ccccc3)nn2)[C@H](O)C[C@@H]1c1ccc(OC)cc1	6	4%
COC(=O)C1=C(C(=O)OC)C(C(=O)OC)N2C=CC=CC2=C1C(=O)OC (stereo unspecified)	-28	-5%
CCCn1cnnc1CNC(=O)[C@H]1O[C@@H](n2ccc(=O)[nH]c2=O)[C@H](O)[C@@H]1O	-18	-9%
CN(C)C1CN(Cc2cn(Cc3cccc(C(F)(F)F)c3)nn2)S(=O)(=O)C1 (stereo unspecified)	20	-6%
CCCCCCCCN1C(=O)[C@H](CC(=O)NCCCN2CCCC2=O)C[C@@]2(C(=O)OC)CC(C)(C)CC=C12	4	-3%
CC1(Oc2ccc3ccccc3c2)CCN(Cc2cccn2-c2nccs2)C1 (stereo unspecified)	-19	?
CC(=O)N1CC2(CC(c3ccccc3C(F)(F)F)=NO2)CN1c1ccc(Cl)cc1 (stereo unspecified)	-24	-2%

Assay outcomes deposited in PubChem by National Center for Advancing Translational Sciences (NCATS).
